# Compound activity from PubChem.
# miR122 inh = miR-122 Renilla sensor signal increase in Huh7, primary screen, miR-122 inhibitor project, cell-based, single point, plate reader | Huh7 miR-122 Renilla luciferase sensor, 48 h; neutral wells = 0, positive control = 100 | activation (reporter increase), % at 12.5 µM | 340,000 compounds, 0.3% hits | AID 602342, 2012;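 active = mean replicate activation score at least 90 and every replicate individually at or above 90; inconclusive = only one of the two criteria met; inactive = neither criterion met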;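 note: higher luciferase means less miR-122 activity so hits act as miR-122 inhibitors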
# PAX8 inh HTS = inhibitors of PAX8-driven TPO luciferase reporter, primary screen, RMG-I cells, single concentration; SteadyGlo, 24 h; inhibition, % at 12.6 µM; 360,000 compounds, 1.2% hits; AID 652154, 2013;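 active = mean replicate inhibition at least 60% with every replicate also reaching 60%; inconclusive = only one of the two criteria is met; inactive = mean below 60% and not all replicates reaching 60%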;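 note: luciferase light reporting Pax8 driven TPO promoter activity; plate controls were median of neutral control wells for no effect and mitoxantrone controls for full effect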
# DENV2 CPE = inhibitors of DENV2 cytopathic effect, primary screen, cell-based, plate reader, single concentration | DENV2-infected cells, cytopathic effect rescue | CPE inhibition, % at 9.99 µM | 350,000 compounds, 1.7% hits | AID 651640, 2012; in the data active = CPE inhibition above about 20%, passing the limit was not always enough; inconclusive = no clear call, values can overlap the other calls; tested in BHK-21 cells;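 note: 0% = median of neutral control wells and 100% = median of positive control wells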
# INS-1E GSIS act = GLuc luminescence reporter in INS-1E cells, primary screen for activators of glucose-dependent secretion of insulin | activation, % at 16.6 µM | INS-1E GLuc reporter insulin secretion, 2-3 h | AID 743287, 2014 | 370,000 compounds, 0.61% hits;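 active = lowest replicate activation of at least 40%, so every replicate reaches that level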;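 note: 0% = median of neutral control wells and 100% = median of IBMX positive control wells; some compounds called inactive have numbers as strong as hits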
# FN deposit inh = inhibitors of fibronectin matrix deposition, primary screen, AH1F cells, Alexa488-fibronectin fluorescence, plate reader. 350,000 compounds, 0.086% hits. AH1F fibroblasts, overnight. inhibition, % at 12.6 µM. AID 743247, 2014;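 active = mean inhibition across replicates of 30% or more, regardless of how many single replicates reach that level; inconclusive = mean under 30% yet at least half of replicates reach 30%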;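 note: positive control wells lacked labelled fibronectin entirely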
#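 material = AH1F fibroblast monolayer depositing Alexa488-labelled fibronectin into matrix | amount = 10000 AH1F cells/well | buffer or medium = DMEM plus 2% serum, read in PBS | incubation = 1 h cell adhesion before compound, then overnight fibronectin incubation | detection = fluorescence at 485 nm excitation, 525 nm emission | evaluation = percent inhibition as loss of matrix-bound fibronectin fluorescence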
# EWS-Fli block = EWS/Fli-driven NR0B1 reporter inhibitors, primary screen, A673 cells, NR0B1 luciferase, luminescence, MLPCN library; viability-normalised; inhibition, % at 12.6 µM; 350,000 compounds, 0.67% hits; AID 651661, 2012;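 active = mean inhibition of at least 50% after viability correction, with every replicate also passing that limit; inconclusive = mean reaches 50% but only one of two replicates passes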;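 note: firefly luciferase signal divided by Alamar Blue viability fluorescence both relative to DMSO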
# F508del corr = F508del CFTR correction, initial screen, CFBE line, single point | CFBE cells, YFP halide quenching; stimulated with forskolin plus potentiator P3; % fluorescence drop versus neutral controls | activity (quench increase), % at 7.58 µM | 350,000 compounds, 0.36% hits | AID 720511, 2013;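 active = mean added fluorescence quench of at least 8% versus neutral control, with both replicates also reaching 8%; inconclusive = only one of the mean or replicate conditions met; inactive = mean below 8% and not both replicates reaching 8%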;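 note: cells transiently co-express mutant CFTR-F508del with the halide-sensitive YFP; corrector assay measuring rescue of mutant channel to the surface after 24 h compound exposure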
# The depositor's hits bear a star; ? = inconclusive; . = not tested or not shown; & = joins results of further samples; [ ] = dose if it differs, or a comment.
# Second line of a record – INS-1E GSIS act, FN deposit inh, EWS-Fli block, F508del corr, DENV2 CPE, miR122 inh, PAX8 inh HTS
- CC1CN(C(=O)CCNC(=O)c2ccccc2Cl)CC(C)O1 (centres undefined)
  15, 0, 4, -1.5, 1, -9, -3
- COc1cccc(CNC(=O)C[C@H]2CC[C@H](NS(=O)(=O)c3ccccc3OC)[C@H](CO)O2)c1
  13, ., 8, -0.2, 0, ., -7
- Cc1cc(NC(=O)c2cccnc2)ccc1NC(=O)c1cc2ccccc2o1
  22, 10, ., 1.7, -2, -2, -28
- O=C(C[C@H]1C[C@H]2c3cc(NC(=O)NC4CCCC4)ccc3O[C@H]2[C@@H](CO)O1)NCC1CC1
  15, -9, 6, 2.1, -1, -1[16.7 µM], 0
- CCOc1ncccc1C(=O)NCCCSc1ccccc1
  8, 8, 13, -0.8, -5, -6, 11
- CN(C)Cc1cn(CC[C@@H]2CC[C@H](NC(=O)Nc3ccc4c(c3)OCO4)[C@@H](CO)O2)nn1
  0, 2, 4, -2.2, 5, -10[16.7 µM], -8
- O=C(COC(=O)c1ccccc1Cl)NCc1cccs1
  -8, ., -4, 0.9, 6, 0, -12
- CCCCNC(=O)NS(=O)(=O)c1ccc(NS(=O)(=O)c2ccccc2)cc1
  ., -16, ., ., ., 1, -13
- C[N+](C)(C)CCNC(=O)c1c[nH]c2ccccc12
  8, 0, -8, -6.0, -3, ., -11
- O=C(C1CCN(S(=O)(=O)N2CCOCC2)CC1)N1CCOCC1
  2, ., -6, -1.1, 1, -2, .
- CC=Cc1ccc2n(c1=O)C[C@H]1[C@H](CO)[C@@H](C(=O)NCCC)[C@@H]2N1CC1CCCC1 (mixture of isomers)
  -5, ., -1, ., -2, ., .
- Nc1nc(N)c2cc(CNc3ccc(Cl)c(Cl)c3)ccc2n1
  ., 2, 14, 3.2, 8, ., 26
- COc1cc(C(=O)N2CCN(c3ccc(C)cc3C)CC2)cc(OC)c1OC
  -15, 2, 44, 2.8, 4, ., 37
- COc1ccc2c3c([nH]c2c1)[C@H](CO)N(S(=O)(=O)c1cn(C)cn1)CC31CCN(Cc2ccccc2F)CC1
  0, ., 2, -0.3, -6, ., .
- O=C(NC1CCCC1)c1ccc2c(c1)S(=O)(=O)c1ccccc1C2=O
  3, 5, 22, -1.2, -3, ., 4
- CNC[C@H]1Oc2ccc(NC(=O)NC(C)C)cc2C(=O)N([C@@H](C)CO)C[C@H]1C
  13, ., -3, -0.8, -8, 74[16.7 µM], -5
- COCCNC(=O)/C(C#N)=C/c1c(N2CCN(c3ccccc3)CC2)nc2ccccn2c1=O
  14, -6, -24, -1.2, 0, ., -14
- CCn1c(SCC(=O)N2CCN(S(=O)(=O)c3ccccc3)CC2)nnc1-c1cccs1
  ., -6, ., ., ., -13, 2
- C[C@@H]1CCCCO[C@@H](CN(C)S(=O)(=O)c2cn(C)cn2)[C@H](C)CN([C@H](C)CO)C(=O)c2cc(NS(C)(=O)=O)ccc2O1
  9, ., -14, 1.0, -4, 6[16.7 µM], .
- CSc1ccc(/C=N/n2nnnc2N)cc1
  ., 2, ., ., ., 5, -28
- CC(=O)Nc1cccc(C(=O)N2CCN(S(=O)(=O)Cc3ccccc3)CC2)c1
  ., -12, -5, 0.0, -12, -12, -7
- C[C@@H]1CN([C@H](C)CO)C(=O)c2cc(NC(=O)Cn3cnnn3)ccc2O[C@H]1CN(C)Cc1ccc(C(=O)Nc2ccccc2N)cc1
  9, 6, 2, -1.5, 4, ., -6
- O=C(O)c1cc(Cl)c(Cl)cc1C(=O)Nc1cccc2ncccc12
  -6, -1, 14, ., 11, 2, 15
- Cc1ccc(/C=N/NC(=O)c2cccc(NC(=O)c3ccccc3Cl)c2)o1
  -15, 2, -19, -0.5, -1, ., -15
- O=C(c1ccc2oc(Cc3ccc(Cl)cc3)nc2c1)N1CCCCC1CCO (centres undefined)
  23, ., ., 1.9, 9, 1, -6
- Cc1ccc(S(=O)(=O)NN=C2CC3CC2C2CCCC32)cc1 (centres undefined)
  -1, ., -3, -0.1, 0, ., 13
- C=C(C)Cn1c(-c2cccs2)n[nH]c1=S
  30, -3, 15, 1.5, 2, -8, 6
- COc1ccccc1CNC(=O)C[C@H]1C[C@H]2c3cc(NS(=O)(=O)c4ccc(F)cc4)ccc3O[C@H]2[C@@H](CO)O1
  -20, ., -1, 2.5, 10, -1[16.7 µM], 0
- CC(C)N1CCC(N2CCN(Cc3ccc(Oc4ncccn4)cc3)CC2CCO)CC1 (centres undefined)
  2, 10, 1, 0.6, 4, 2, -7
- Cc1ccccc1CNS(=O)(=O)c1ccc2c(c1)C(C)(C)C(=O)N2C
  2, 9, ., -0.4, -3, 44, -3
- O=C(COc1ccccc1C(=O)Nc1ccccc1)c1ccc(Br)cc1
  3, 10, 1, 0.0, 0, ., -1
- CCCNC(=O)N1C[C@@H](C)[C@H](OC)CN(C)C(=O)c2ccc(NC(=O)CC)cc2OC[C@H]1C
  10, -2, -4, 0.2, -20, ., -17
- O=C1CCCC(=O)C1=C1SCCCS1
  3, -9, ., ., ., 1, 16
- CC(=O)N(C)C[C@@H]1Oc2cc(C#CC3CCCCC3)ccc2S(=O)(=O)N([C@@H](C)CO)C[C@H]1C
  -9, 1, 13, 0.4, -5, 12[16.7 µM], .
- CN1C(=O)c2cc(NC(=O)C3CC3)ccc2OC[C@H]2O[C@H](CC(=O)NCCN3CCCC3)CC[C@@H]21
  3, 2, -2, -2.6, -3, -22[16.7 µM], -20
- C[C@@H]1CCCCO[C@H](CN(C)CC2CCCCC2)[C@H](C)CN([C@@H](C)CO)C(=O)c2cc(NS(C)(=O)=O)ccc2O1
  0, 4, 3, 3.2, -4, -2[16.7 µM], 0
- CCC(=O)N1CC(=O)N2[C@@H](CO)[C@@H](c3ccc(C#CC4CCCC4)cc3)[C@@H]2C1
  -1, 1, 9, -2.2, -10, ., 11
- CCC(=O)Nc1ccc2c(c1)OC[C@@H](C)N(Cc1cccc(F)c1)C[C@@H](C)[C@@H](OC)CN(C)C2=O
  -2&-10&-18, -7&8&6, -1&-2, 0.0&-0.4, -3&13, 1[16.7 µM], 8&-2
- COc1ccc(NC(=O)CSc2nnc(Cc3ccccc3)c(=O)n2N)cc1
  -12, -5, -4, 2.0, 1, 3, -6
- Cc1cccc(NC(=O)c2ccc(N3C(=O)C4CCCCC4C3=O)cc2)c1C (centres undefined)
  16, 3, -4, -3.5, 4, 4, 8
- CC(=O)N1CCN(C(c2ccccc2)c2nnnn2C(C)(C)C)CC1 (centres undefined)
  20, 0, -4, -1.8, 11, ., 1
- CN1C(=O)c2cc(NC(=O)C3CCCCC3)ccc2OC[C@@H]2O[C@@H](CC(=O)NC3CCCC3)CC[C@H]21
  1, -11, -4, -1.8, -5, -1[16.7 µM], -1
- COC(=O)c1cc2c(c3c4cc(F)ccc4n(C(=O)c4ccccc4)c13)C(=O)N(C1CCCCC1)C2
  ., 1, 6, -1.3, 20, ., -8
- COc1ccc([C@H]2CC(=O)C=C(c3ccc4cc[nH]c4c3)C2)cc1
  8, -2, -10, 1.0, 66*, 9, -9
- COc1ccc(N2C(=O)c3ccc(C(=O)Nc4ccc(NC(C)=O)cc4)cc3C2=O)cc1
  9, -1, -2, -2.7, -1, 3, -4
- CC(NC(=O)COC(=O)CNC(=O)c1ccccc1Cl)C1CC2CCC1C2 (centres undefined)
  -2, 0, -7, -6.0, 9, -2, -2
- COc1ccc(/C=C/C(=O)NC(=S)Nc2ccc(S(=O)(=O)Nc3cc(OC)ncn3)cc2)cc1
  -3, -6, -2, -0.3, ., 1, -21
- Cc1nn(-c2ccccc2)c(Cl)c1/C=N/N1CCN(c2ccccn2)CC1
  0, -8, -1, ., -5, ., -23
- O=C(Nc1ccccc1)Nc1ccc(NC(=O)c2ccccc2O)cc1
  10, 0, -7, -0.3, 0, 19, 2
- CNc1nc(Cl)nc2c1ncn2-c1ccccc1
  87*, 9, -8, 0.7, -4, -8, -17
- O=C(CCN1C(=O)/C(=C\C=C\c2ccccc2)SC1=S)Nc1ccc(C(=O)O)cc1
  ., -8, -83, 2.6, ?, ., .
- NNC(=O)CNc1cccc(Br)c1
  -22, 4, -4, 1.5, 16, ., -4
- C(=N\Nc1cc(N2CCCCC2)ncn1)/c1ccco1
  -3, 3, -72, 0.6, -1, -14, -137
- C[C@@H]1CN([C@H](C)CO)C(=O)c2cccc(NC(=O)NC3CCCCC3)c2O[C@@H]1CN(C)Cc1ccc(C(=O)Nc2ccccc2N)cc1
  -2, ., ?, 1.0, 4, 20[16.7 µM], .
- Cc1ccccc1NC(=O)CSc1nnc(NC(=O)c2ccco2)s1
  6, ., ., -0.9, -3, 1, -6
- Clc1cc(Br)ccc1OCCn1ccnc1
  ., 8, ., ., ., -8, 4
- N#Cc1cccc(-c2ccc3c(c2)[C@@H]2[C@@H](CCN2C(=O)c2ccc4c(c2)OCO4)[C@@H](CO)N3)c1
  8, 7, 29, -0.6, -8, -6[16.7 µM], 50
- C[C@H](CO)N1C[C@H](C)[C@@H](CN(C)C(=O)C2CC2)Oc2cc(C#Cc3cccnc3)ccc2S1(=O)=O
  4, -5, -8, -0.6, 8, 19[16.7 µM], .
- Cc1cc(S(=O)(=O)N2CCOCC2)ccc1OCC(=O)Nc1ccc(Br)cc1F
  18, 0, -10, -2.4, -5, -1, -9
- COC(=O)C(C(C)C)N(Cc1cc(OC)cc(OC)c1)S(=O)(=O)CCl (centres undefined)
  -16, 3, -17, 2.5, -3, -4, -20

# New compounds follow:
# Second line of a record – INS-1E GSIS act, FN deposit inh, EWS-Fli block, F508del corr, DENV2 CPE, miR122 inh, PAX8 inh HTS
- CN(CC(=O)Nc1ccccc1Br)C(=O)CN(C)C1CCCCC1
  3, -3, -7, -1.7, 8, ., -7
- COC(=O)[C@@]12C[C@@H](CC(=O)N3CCCC3)C(=O)N(CCc3ccc(OC)c(OC)c3)C1=CCC(C)(C)C2
  ., -2, -2, -1.2, 2, ., 11
- O=C(NCCCn1ccnc1)c1ccc(Cl)s1
  8, 5, ., 1.8, -2, ., -12
- S=c1nc[nH]c2c1ncn2C1CCCC1
  24, 2, 0, 0.2, 4, ., -17

# By substructure: the compounds so far with fluorine.
# Second line of a record – INS-1E GSIS act, FN deposit inh, EWS-Fli block, F508del corr, DENV2 CPE, miR122 inh, PAX8 inh HTS
- COc1ccc2c3c([nH]c2c1)[C@H](CO)N(S(=O)(=O)c1cn(C)cn1)CC31CCN(Cc2ccccc2F)CC1
  0, ., 2, -0.3, -6, ., .
- COc1ccccc1CNC(=O)C[C@H]1C[C@H]2c3cc(NS(=O)(=O)c4ccc(F)cc4)ccc3O[C@H]2[C@@H](CO)O1
  -20, ., -1, 2.5, 10, -1[16.7 µM], 0
- CCC(=O)Nc1ccc2c(c1)OC[C@@H](C)N(Cc1cccc(F)c1)C[C@@H](C)[C@@H](OC)CN(C)C2=O
  -2&-10&-18, -7&8&6, -1&-2, 0.0&-0.4, -3&13, 1[16.7 µM], 8&-2
- COC(=O)c1cc2c(c3c4cc(F)ccc4n(C(=O)c4ccccc4)c13)C(=O)N(C1CCCCC1)C2
  ., 1, 6, -1.3, 20, ., -8
- Cc1cc(S(=O)(=O)N2CCOCC2)ccc1OCC(=O)Nc1ccc(Br)cc1F
  18, 0, -10, -2.4, -5, -1, -9
